Bioassay records as filed in PubChem.
KB-V1 cytotox: kills drug-selected multidrug resistant KB-V1 cells. KB-V1 MDR cells viability, CellTiter-Glo, 72 h. Potency, µM (titrated, usually from 46.1 µM), for inactives: at the top dose activity change, negative = cytotoxicity, actives largely listed as cytotoxic. hit rate 3.4% among 400,000; further: potency means the concentration at half of the fitted maximal effect; on the % scale 0 is the no-effect control and ±100 the full control effect; nearly all actives have a fitted effect of over 60% in size
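KB-V1 MDR subline cells in DMEM (phenol-red free, 10% FBS) exposed to compounds in qHTS concentration series for 72 h at 37 degrees C. Viability read by CellTiter-Glo luminescence; concentration-effect curves fitted after normalization and correction.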
KB-3-1 cytotox: kills parental KB-3-1 adenocarcinoma cells; Potency, µM (titrated, usually from 46.1 µM), for the others: top-dose activity change, negative = cytotoxic, most hits filed as cytotoxic; KB-3-1 viability, CellTiter-Glo ATP luminescence, 72 h; hit rate 1.4% among 400,000; further: potency means the concentration at half of the fitted maximal effect; on the % scale 0 is the no-effect control and ±100 the full control effect; nearly all actives have a fitted effect of over 60% in size
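Parental KB-3-1 viability, qHTS format: 72 h compound exposure, 37 °C; CellTiter-Glo; media-only wells and DMSO plates as controls; concentration-effect fits on corrected data.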
HT1080 IDH1KD tx: toxicity to HT-1080 IDH1 knockdown cells (counter line); HT-1080 IDH1 knockdown viability, ATP luminescence, 48 h; Potency, µM (highest dose often 46.1 µM), for inactives: top-dose activity, negative = toxicity, actives largely listed as cytotoxic; hit rate 2% among 360,000;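 further: potency means the concentration at half of the fitted maximal effect; 0% = DMSO wells and -100% = cell-free medium wells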
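After a 2 h attachment period, IDH1KD HT-1080 cells took pin-transferred compound for 48 h at 37 °C; ATP-based luminescence after 10 min room-temperature reagent incubation reported viability.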
DRD3 antagonist: blocks the human D3 dopamine receptor | D3R cells, DiscoveRx beta-arrestin luminescence, antagonist mode; stronger effect = lower value | P35462 | max response, negative = inhibition, % | hit rate 2.5% among 360,000; in the data active means max response below about -50%; inconclusive means no clear call, values can overlap the other calls; further: on the % scale 0 is the no-effect control and ±100 the full control effect; mostly tested at two doses, the higher about 12 µM
Target sequence (P35462 whole entry, looked up): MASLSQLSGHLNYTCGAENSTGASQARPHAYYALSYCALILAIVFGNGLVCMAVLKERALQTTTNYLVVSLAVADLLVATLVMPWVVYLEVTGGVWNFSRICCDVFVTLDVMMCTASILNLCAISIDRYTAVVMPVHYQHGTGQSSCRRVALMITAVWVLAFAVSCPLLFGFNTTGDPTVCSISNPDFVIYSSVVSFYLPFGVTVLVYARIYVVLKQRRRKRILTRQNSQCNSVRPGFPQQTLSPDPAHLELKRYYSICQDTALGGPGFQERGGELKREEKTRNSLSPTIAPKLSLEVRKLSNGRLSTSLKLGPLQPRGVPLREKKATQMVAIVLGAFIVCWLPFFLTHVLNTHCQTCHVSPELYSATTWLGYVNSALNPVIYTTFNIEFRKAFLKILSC
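Cells expressing the human receptor were seeded at 1500 cells/well, incubated overnight at 37 degrees C in 5% CO2, then exposed to library compounds with dopamine controls for 90 minutes at 37 degrees C before luminescent detection.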
IL1B secr inh: blocks inflammasome-driven IL-1 beta release; THP-1 LPS/ATP IL-1B secretion, AlphaLISA, 16 h; stronger effect = lower value; activity change, % at 57.5 µM; hit rate 4.7% among 360,000; in the data active means activity change below about -50%; inconclusive means mostly about -30% to -49%; further: on the % scale 0 is the no-effect control and ±100 the full control effect
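THP-1 cells pretreated 1 hr with compounds (up to 57.5 uM final), then stimulated with LPS (250 ng/mL final) plus ATP (1.25 mM final); secreted IL-1B measured by AlphaLISA after 16 hr, decreased signal indicating inhibition.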
DRD3 agonist: D3 dopamine receptor (human) agonism | P35462 | D3R DiscoveRx beta-arrestin cells, luminescence, 90 min | max activation, % | hit rate 0.58% among 410,000 | AID 652048; in the data active means max activation above about 30%; further: 0% is about no effect; mostly tested at two doses, the higher about 12 µM
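Agonist-mode cell screen: cells plated at 1500/well and incubated overnight at 37 °C, then exposed to library compounds for 90 min at 37 °C. Detection reagent was added for 30–60 min at room temperature, and luminescence was read.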
HT1080-NT tox: kills 2HG-producing HT-1080-NT fibrosarcoma cells; HT-1080-NT fibrosarcoma viability, CellTiter-Glo ATP luminescence, 48 h; Potency, µM (highest dose often 46.1 µM), for the others: at the highest dose activity, negative = less viability, actives largely listed as cytotoxic; hit rate 1.6% among 360,000; AID 686970;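 further: NT is the 2HG producing partner of a matched IDH1 knockdown line; potency means the concentration at half of the fitted maximal effect; 0% = DMSO-treated cells and -100% = media-only wells without cells; nearly all actives have a fitted effect of over 55% in size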
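Compounds were tested in concentration-response format on HT-1080-NT cells for 48 hours at 37 degrees C. Cell viability came from CellTiter-Glo luminescence; curves were classified by r2, response magnitude and activity.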
GLP-1R agonist: activates the human GLP-1 receptor. P43220. Potency, µM (titrated, usually from 45.6 µM), inactives show at the top dose activation, hits mostly activators. hit rate 0.007% among 380,000. AID 624172. HEK293 GLP-1R CRE-luciferase, luminescence, 4-6 h; cells express a hypersensitive GLP-1R form; further: potency means the concentration at half of the fitted maximal effect; % of control where 0% means no effect
Target sequence (P43220 whole entry, looked up): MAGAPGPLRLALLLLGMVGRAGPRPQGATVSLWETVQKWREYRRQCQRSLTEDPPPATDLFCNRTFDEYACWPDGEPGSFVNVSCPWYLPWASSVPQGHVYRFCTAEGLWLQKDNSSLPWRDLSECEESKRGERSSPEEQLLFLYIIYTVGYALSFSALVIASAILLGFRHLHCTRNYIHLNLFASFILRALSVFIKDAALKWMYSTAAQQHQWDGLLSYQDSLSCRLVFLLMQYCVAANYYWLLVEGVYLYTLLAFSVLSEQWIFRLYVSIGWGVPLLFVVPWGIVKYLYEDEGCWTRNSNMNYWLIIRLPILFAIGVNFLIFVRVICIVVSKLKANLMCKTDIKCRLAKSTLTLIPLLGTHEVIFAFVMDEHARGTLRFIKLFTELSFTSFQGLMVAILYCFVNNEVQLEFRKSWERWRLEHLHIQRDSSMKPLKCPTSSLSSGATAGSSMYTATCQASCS
SW480 rereplic: DNA re-replication induction in SW480 cells; AID 624297; hit rate 1.8% among 340,000; SW480 DNA re-replication, Hoechst DNA content imaging, 48 h; Potency, µM (highest dose often 46.1 µM), without a hit: at the highest dose re-replication activation, hits mostly activators; further: potency means the concentration at half of the fitted maximal effect; % of control where 0% means no effect; nearly all actives have a fitted effect of over 55% in size
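Readout is total intensity of Hoechst-stained nuclei, excited at 405 nm and collected at 500-530 nm. Compound treatment lasted 48 hr at 37 C in 5% CO2 before staining.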
* = called active by the depositor; u = inconclusive; x = no result given; & = joins results of further samples; [ ] = another dose, or the depositor's remark. Unless noted, the call rests on the fitted dose curve; in most records, active means well fitted curve in the direction sought with a large enough effect; inconclusive means small, poorly fitted or top-dose-only effect, or another doubt; inactive means no such curve, though single readings can be large; an effect the other way counts as inactive or inconclusive.

SMILES | KB-V1 cytotox | KB-3-1 cytotox | HT1080 IDH1KD tx | DRD3 antagonist | IL1B secr inh | DRD3 agonist | HT1080-NT tox | GLP-1R agonist | SW480 rereplic
CCOC(=O)c1c(NC(=S)Nc2cccnc2)sc(C)c1C | -8% | -3% | 15% | 7 | 33 | 9 | 2% | 3% | 1%
CC1(O)CC(=O)N(c2ccccc2)O1 (centres undefined) | 6% | 5% | 5% | -13 | -1 | 2 | 8% | -2% | -17%
COc1ccc(Cc2c(-c3cccc(Cl)c3)nc3ccc(C)cn23)c(C)c1 | -16% | u | u | -17 | -16 | -14 | u | 2% | x
O=C(O)/C=C\C(=O)NCc1cccnc1 | -23% | -2% | 0% | -1 | -10 | 0 | 15% | 8% | -3%
C[C@@H]1CC=C[C@H]2[C@H]1C(=O)N(Cc1ccccc1)[C@H]2c1ccc2ccccc2c1/C=C/c1ccccc1 | u | 6% | 2% | 2 | 46 | -4 | 12% | 0% | u
Cn1c(=O)c2c(nc(NCC3CCCO3)n2Cc2ccccc2)n(C)c1=O (centres undefined) | -15% | 0% | -2% | -9 | 0 | 1 | -6% | 1% | -6%
CC(C)Cc1nnc(NC(=O)CCC(=O)N2CCC(C)CC2)s1 | 14% | 6% | 10% | 8 | 29 | -1 | 4% | 3% | 7%
COc1cccc(CNC(=O)Cn2cc([N+](=O)[O-])cn2)c1 | -6% | -1% | 11% | 0 | -18 | -5 | -2% | -16% | -33%[inhibitor]
CC(=O)Nc1ccc2nc(N)sc2c1 | -5% | 3% | 17% | 54 | 1 | 2 | 6% | -6% | -2%
Cc1ccc(S(=O)(=O)N2CCN(C(=O)COC(=O)COc3ccc(Cl)c(C)c3)CC2)c(C)c1 | -13% | -3% | -13% | -4 | -11 | -15 | -13% | -13% | u
NC(=O)C1CCN(C(=O)CNC(=O)c2ccc(Br)o2)CC1 | u | 8% | 5% | -2 | 5 | -1 | 8% | 7% | -56%[inhibitor]
O=C(CSc1ncccc1C(=O)O)c1ccc2ccccc2c1 | 6% | -10% | 3% | 14 | 7 | -12 | 13% | -6% | -6%
CN(C)S(=O)(=O)c1ccc(C(=O)NCc2nnc(SCC(=O)N3CCCCCC3)o2)cc1 | 13% | -4% | 0% | 6 | -20 | 1 | 11% | 0% | -3%
COc1cccc(N2CCN(c3nc(-c4ccccc4C)cc(=O)[nH]3)CC2)c1 | u | u | u | 5 | -73* | 6 | u | -1% | u
COc1cccc(C(=O)Nc2cccc(SC)c2)c1 | -17% | -12% | -6% | -18 | -9 | -4 | -1% | 2% | x
CCc1nc2c(OCc3cccc(Cl)c3)cccn2c1N(C)C(=O)C(C)C | -1% | 0% | -15% | -24 | 22 | -15 | -21% | 11% | x
CCOC(=O)c1c(C)[nH]c(C(=O)CSc2nnc(-c3ccncc3)n2CC)c1C | -18% | 0% | u | 38 | u | 9 | -10% | 9% | u
CCN(C)C1CN(Cc2cn(Cc3cccc(Cl)c3)nn2)S(=O)(=O)C1 (centres undefined) | -7% | 13% | 10% | 13 | 50 | 2 | 24% | -2% | x
COCCn1ccc2c(OCC(=O)NCCc3ccc(OC)c(OC)c3)cccc2c1=O | u | 12% | 1% | 11 | -7 | 18 | -1% | -3% | -9%
CC(C)COc1ccc(-c2cc(C(=O)NN)[nH]n2)cc1 | -1% | -3% | 2% | 5 | 31 | 11 | 0% | 6% | 0%
COc1ccc2cc(C3=CCCCC3)ncc2c1 | -1% | -2% | 1% | -23 | 26 | -7 | 3% | -4% | -18%
O=C(Cn1c(=O)oc2cc(S(=O)(=O)N3CCc4ccccc43)ccc21)NC1CCCC1 | -19% | u | -1% | -27 | -8 | -4 | -2% | 2% | -1%
CCCCNC(=O)C1(C)CCCCN1C(=O)c1cncc(Br)c1 (centres undefined) | 17% | 0% | 0% | -6 | 9 | -5 | 6% | 1% | x
COC(=O)c1cc(NC(=O)c2ccc(C)cc2)c(=O)oc1C | 19% | -5% | 25% | 20 | 0 | 6 | u | 13% | 2%

Rewritten with two lines to a compound: 5 of the compounds above.
Each structure is followed by: KB-V1 cytotox | KB-3-1 cytotox | HT1080 IDH1KD tx | DRD3 antagonist | IL1B secr inh | DRD3 agonist | HT1080-NT tox | GLP-1R agonist | SW480 rereplic
CCOC(=O)c1c(NC(=S)Nc2cccnc2)sc(C)c1C
 : -8% | -3% | 15% | 7 | 33 | 9 | 2% | 3% | 1%
CC1(O)CC(=O)N(c2ccccc2)O1 (centres undefined)
 : 6% | 5% | 5% | -13 | -1 | 2 | 8% | -2% | -17%
COc1ccc(Cc2c(-c3cccc(Cl)c3)nc3ccc(C)cn23)c(C)c1
 : -16% | u | u | -17 | -16 | -14 | u | 2% | x
O=C(O)/C=C\C(=O)NCc1cccnc1
 : -23% | -2% | 0% | -1 | -10 | 0 | 15% | 8% | -3%
C[C@@H]1CC=C[C@H]2[C@H]1C(=O)N(Cc1ccccc1)[C@H]2c1ccc2ccccc2c1/C=C/c1ccccc1
 : u | 6% | 2% | 2 | 46 | -4 | 12% | 0% | u

(further entries)
SMILES | KB-V1 cytotox | KB-3-1 cytotox | HT1080 IDH1KD tx | DRD3 antagonist | IL1B secr inh | DRD3 agonist | HT1080-NT tox | GLP-1R agonist | SW480 rereplic
CC(=O)Nc1ccc(-n2cnnn2)cc1 | -2% | 4% | 20% | -8 | -3 | 2 | 3% | -6% | 2%
CN(CC(=O)NCC(c1ccccc1)N1CCCC1)S(=O)(=O)c1ccc(Cl)cc1 (centres undefined) | 21µM* | -2% | 1% | -20 | -23 | -18 | 0% | 21% | 14%
Cc1cc2c(c(=O)n1CCN(C)C)C(c1ccc(Cl)cc1)C(C#N)=C(N)O2 (centres undefined) | -17% | -2% | 0% | -3 | -7 | -8 | 10% | -22% | 1%
CCC1CN(C(=O)N2CCC(C(=O)Nc3ccccc3OC)CC2)c2ccccc2O1 (centres undefined) | -13% | -7% | -1% | 25 | 34 | -3 | 1% | -6% | -6%
O=C(Cc1ccc(-n2c(=S)[nH]c3ccccc3c2=O)cc1)N1CCN(c2ccccc2)CC1 | -2% | 13% | 3% | -4 | 30 | 0 | 5% | -9% | -11%
Cc1ccc(S(=O)(=O)N2CCN(C(=O)c3ccccc3-c3nc4ccccc4s3)CC2)c(C)c1 | -22% | 25% | 3% | -1 | -6 | 3 | 0% | 1% | 0%
Cc1ccc(NC(=O)ON=C2CCCC2)cc1 | -24% | -17% | 3% | -12 | -28 | -8 | -3% | 3% | -11%
CCCCC(CC)CN=C(N)NC(N)=NCCCCCCN=C(N)NC(N)=NCC(CC)CCCC (centres undefined) | u | u | 23µM* | 0 | -104* | -28&-11 | 7.3µM* | -4%&-3% | u
CCOC1=C2CN(S(=O)(=O)c3ccc(C)cc3)[C@H](c3cccc(Cl)c3)C[C@H]2[C@H]2C(=O)N(c3ccccc3)C(=O)[C@H]2C1 | 13% | 0% | 12% | 0 | -17 | 10 | 12% | -4% | x
CCCC1=C(C(=O)OCC)C(c2ccc(N(C)C)cc2)n2ncnc2N1 (centres undefined) | 18µM* | u | -23% | -8 | 17 | 18 | -14% | 10% | -4%
Nc1c(C(=O)N2CCCCC2)sc(=S)n1-c1ccccc1 | 18µM* | 25% | 4% | 1 | -22 | 5 | 16% | 7% | -1%
Cc1cccc(C)c1OCCNC(=O)C(=O)NCc1ccco1 | u | 1.5µM* | 2.6µM* | 9 | 47 | -10 | 1.6µM* | 19% | 2.9µM*
CN1CCN(S(=O)(=O)c2cccc(C(=O)Oc3ccc(Br)cc3F)c2)CC1 | 19% | 0% | 6% | -7 | 14 | -5 | 25% | -6% | -2%
COc1cccc(C(=O)Nc2nc3ccccc3[nH]2)c1 | u | u | u | 1 | -19 | 1 | -27% | -21% | 2%[9.22 µM]
O=C(NCCOc1ccccc1Cl)c1cccc2c1C(=O)c1ccc(Cl)cc1S2(=O)=O | 7% | u | 7% | -6 | -30 | 6 | 7% | -3% | -4%
Cc1ccc(C)c(NC(=O)C2(C)CCN2C(C)C)c1 (centres undefined) | 6% | 0% | 17% | 3 | 0 | 5 | u | -6% | x
CC(=O)c1cc2c(cc1NS(=O)(=O)c1ccccc1Br)OCO2 | u | -4% | -12% | 7 | 11 | 23 | 6% | 0% | -2%
Cc1ccc(CNC(=O)C2CC(c3cccc([N+](=O)[O-])c3)=NO2)o1 (centres undefined) | -10% | u | -4% | 9 | 24 | -21 | -9% | 12% | 13%[9.22 µM]
CCOc1ccc(Nc2nc3cc(S(=O)(=O)N(CC)CC)ccc3o2)cc1 | -18% | u | u | 13 | 43 | 5 | u | 17% | 8%
COc1ccccc1OCCC(=O)OCC(=O)Nc1ccc(Br)cc1 | 0% | 5% | 4% | 7 | -2 | -7 | 0% | 1% | 2%
O=C(NN=Cc1cccc([N+](=O)[O-])c1)c1cccc2ccccc12 | -22% | -5% | 11% | -18 | 2 | -7 | 5% | -2% | 2%
CCOCc1c(C(=O)N2CCN(Cc3ccc(Br)s3)CC2)oc2ccccc12 | u | 0% | -2% | -13 | 16 | -3 | -9% | 25% | -20%
CCCNC(=O)C1(C)CCN(Cc2ccc(C)c3ccccc23)C1 (centres undefined) | u | -23% | -13% | -28 | -7 | -10 | -15% | 2% | x
CSc1ccc(OC2(C)CCN(Cc3ccc4c(c3)OCCO4)C2)cc1 (centres undefined) | 0% | 0% | -5% | u | -11 | -14 | -25% | -8% | x
COc1cccc(-c2nn(-c3ccc(C)cc3)cc2C(=O)N2CCN(C3CCS(=O)(=O)C3)CC2)c1 (centres undefined) | u | 2% | 9% | 28 | -23 | 10 | -2% | 4% | 0%
O=C(O)c1ccc(NS(=O)(=O)c2ccc3c(c2)OCCO3)cc1 | 0% | 6% | 0% | 17 | 0 | 1 | 7% | 1% | 1%
O=C(OCC(=O)N1CCOCC1)c1cncc(Br)c1 | 12% | 0% | 4% | -1 | -3 | -2 | -1% | -3% | x
CC1(C(=O)NCc2ccc(C(F)(F)F)cc2)CCN1Cc1cc2ccccc2o1 (centres undefined) | -3% | 0% | u | 17 | -15 | 1 | -18% | 11% | x
